Screens from PubChem.
Cdc42 wt GTP: human Cdc42 wildtype GTP binding change, either direction. GST-Cdc42 beads, Bodipy-GTP binding, flow cytometry; actives lie on both sides. percent activity (GTP binding), % at 10 µM. hit rate 0.2% among 190,000. P60953;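 active = percent activity GTP binding at least 20 points away from the 100% baseline, either down as inhibitor or up as activator; inconclusive = compound flagged as likely green fluorescent from well-wide comparison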;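 note: median bead fluorescence of bound Bodipy-FL-GTP at 100 nM; 0% = excess unlabeled GTP control and 100% = no compound control; below 100% means less GTP binding so inhibitor and above means activator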
Target sequence (P60953 whole entry, looked up): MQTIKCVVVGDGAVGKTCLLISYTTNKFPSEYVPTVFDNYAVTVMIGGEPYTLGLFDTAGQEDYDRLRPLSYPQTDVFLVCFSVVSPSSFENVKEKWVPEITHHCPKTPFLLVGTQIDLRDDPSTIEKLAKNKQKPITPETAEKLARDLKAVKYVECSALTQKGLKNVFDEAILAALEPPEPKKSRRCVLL
HRas wt GTP bind: modulators of GTP binding to human HRas wildtype; hit rate 0.14% among 190,000; P01112; GTP binding activity, % at 10 µM; GST-Ras wt beads, Bodipy-FL-GTP binding, flow cytometry; actives lie on both sides;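 active = GTP binding activity at least 20% away from the 100% baseline, either lowered as inhibitor or raised as activator; inconclusive = flagged as likely green fluorescent, judged across all proteins in the well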;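 note: 0% = unlabeled GTP competition control and 100% = no-compound control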
Target sequence (P01112 whole entry, looked up): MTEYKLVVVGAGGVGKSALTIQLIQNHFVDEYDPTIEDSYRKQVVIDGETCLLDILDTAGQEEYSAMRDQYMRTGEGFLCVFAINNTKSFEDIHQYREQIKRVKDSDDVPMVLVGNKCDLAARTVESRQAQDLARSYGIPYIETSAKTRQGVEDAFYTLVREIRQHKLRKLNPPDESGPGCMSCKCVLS
Rab2A wt mod: changes GTP binding to wildtype dog Rab2A, up or down; GTP binding activity, % at 10 µM; GST-Rab2 wt beads, Bodipy-GTP binding, flow cytometry; P61105; hit rate 0.19% among 190,000; AID 760;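 active = GTP binding activity at least 20 points away from 100%, either lowered or raised; inconclusive = signal likely due to the compound's own green fluorescence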;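 note: 0% = beads with excess unlabeled GTP and 100% = no-compound control corrected for plate trend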
ABCG2 block: human ABCG2 inhibition, ABCB1 as counter-screen; Q9UNQ0; IgMXP3 cells, JC-1 efflux, flow cytometry; inhibition, % at 6.6 µM; hit rate 0.1% among 190,000; AID 1325;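 active = inhibition above 80%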;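 note: 0% = DMSO and 100% = nicardipine control wells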
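Test system: ABCG2 IgMXP3 and barcoded ABCB1 CCRF-Adr cell mix; Schedule: cells with compound and JC-1, 10 min at 25 °C, rotating, no wash; Technique: flow cytometry of retained JC-1 fluorescence; Measure: % inhibition of efflux relative to nicardipine and DMSO; Controls: nicardipine high and DMSO low controls.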
Pf gametocyte: kills late stage P. falciparum gametocytes | hit rate 0.065% among 150,000 | AID 743093 | P. falciparum stage V gametocytes, ATP luminescence, 24 h | inhibition, % at 10.9 µM;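 active = inhibition above the mean plus 3 SD of compounds within the control limits, set per campaign, cut at about 38% in these data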;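 note: 0% = DMSO wells and 100% = medium only without gametocytes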
ABCB1 block: human ABCB1 inhibition, ABCG2 as counter-screen | CCRF-Adr cells, JC-1 efflux, flow cytometry | hit rate 0.067% among 190,000 | inhibition, % at 6.6 µM | AID 1326; in the data active = inhibition above about 40%;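 note: 0% = vehicle and 100% = reference inhibitor; higher value means more JC-1 retained so stronger ABCB1 efflux block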
Rac1 mut GTP: alters GTP binding to activated mutant human Rac1; percent activity (GTP binding), % at 10 µM; GST-Rac1 activated beads, fluorescent GTP binding, flow cytometry; actives lie on both sides; 100% means binding = to untreated wells; hit rate 0.11% among 190,000;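 active = GTP binding at least 20 percentage points away from the 100% baseline, in either direction, so actives lie on both sides; inconclusive = Compound likely fluorescent itself, or too few beads counted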
Mcl1-Noxa inh: disrupts binding of human Mcl-1 to Noxa peptide | TR-FRET Mcl-1/Noxa peptide binding, 2 h | inhibition, % at 21.7 µM | hit rate 1.5% among 220,000 | AID 1022;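 active = compounds that cut the protein-peptide binding signal by more than 50% relative to plate controls in a single-dose test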;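 note: His-tagged Mcl-1 with rhodamine Noxa BH3 peptide and terbium anti-His antibody; 0% = Mcl-1 plus Noxa peptide wells and 100% = peptide-only wells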
Target sequence (Q07820 whole entry, looked up): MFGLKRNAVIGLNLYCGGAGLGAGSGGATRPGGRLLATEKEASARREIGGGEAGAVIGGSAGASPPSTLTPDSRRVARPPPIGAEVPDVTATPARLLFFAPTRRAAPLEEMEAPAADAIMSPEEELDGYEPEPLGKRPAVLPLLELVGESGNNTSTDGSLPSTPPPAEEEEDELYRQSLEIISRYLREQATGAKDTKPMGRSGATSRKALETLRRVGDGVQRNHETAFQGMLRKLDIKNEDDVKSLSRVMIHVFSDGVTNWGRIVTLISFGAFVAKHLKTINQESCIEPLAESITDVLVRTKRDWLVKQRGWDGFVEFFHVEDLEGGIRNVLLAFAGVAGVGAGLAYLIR
Rab7 wt modul: alters GTP binding to wildtype dog Rab7; GTP binding activity (percent of control), % at 10 µM; hit rate 0.055% among 190,000; AID 758; GST-Rab7 beads, fluorescent GTP binding, flow cytometry; actives lie on both sides; untreated = 100%, excess cold GTP = 0%;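 active = fluorescent GTP binding to Rab7 beads changed by at least 20 points from the 100% baseline, either direction, mostly lower; inconclusive = compound itself probably fluorescent, or too few beads counted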;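 note: median green fluorescence of bound Bodipy-FL-GTP per Rab7 bead population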
Rac1 wt modul: modulators of human Rac1 wildtype GTP binding. P63000. GST-Rac1 beads, fluorescent GTP binding, flow cytometry; actives lie on both sides; 0 = cold GTP competed, 100 = untreated. GTP binding activity (% of control), % at 10 µM. hit rate 0.27% among 190,000;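 active = GTP binding activity at least 20 points away from the 100% control level, either lower or higher; inconclusive = compound flagged as likely green fluorescent, judged across all proteins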
Avidin bead fluor: compound fluoresces at 488/530 nm on avidin beads; compound fluorescence 488/530 nm, flow cytometry; hits give high values; fluorescence (KMESF) at 10 µM; hit rate 0.38% among 220,000; in the data active = fluorescence above about 47; note: inactives centre near 10
* = called active by the depositor; ? = inconclusive; · = no result given.

SMILES	Cdc42 wt GTP	HRas wt GTP bind	Rab2A wt mod	ABCG2 block	Pf gametocyte	ABCB1 block	Rac1 mut GTP	Mcl1-Noxa inh	Rab7 wt modul	Rac1 wt modul	Avidin bead fluor
COc1ccc(OC)c(S(=O)(=O)n2nnc3ccccc32)c1	100	101	99	-2	·	-0.6	97	24	99	104	13
Cc1ccc(C)[n+](CC(=O)N2CCCCC2)c1	97	102	101	1	·	0.4	97	-8	104	104	13
CCN(CC)CC(=O)c1ccc(-c2ccccc2)cc1	93	94	92	0	-28	-0.1	91	20	93	90	33
COCCNC(=O)C1CCN(C(=O)c2cc3sccc3n2Cc2ccc(F)cc2)CC1	99	98	101	5	·	-0.4	98	0	98	105	8
O=[N+]([O-])c1ccc(-n2nnnc2CN2CCCCC2)cc1	97	98	97	0	14	-2.2	93	-9	95	101	·
O=C(Cc1ncc(C(F)(F)F)cc1Cl)NCCc1ccccn1	105	100	101	0	-8	0.1	96	6	99	102	9
CCc1[nH]c(=O)c(C#N)c2c1COC(C)(C)C2	101	100	98	20	15	0.3	99	-3	99	101	15
CNC(=S)N/N=C/c1cc(Br)cc(Br)c1O	98	99	98	16	0	0.7	98	19	97	100	14
Fc1cccc(Cc2noc(CN3CCSCC3)n2)c1	96	97	96	3	6	1.2	95	13	97	98	6
Cc1cc(C(=O)CN2C(=O)NC3(CCCc4ccccc43)C2=O)c(C)n1C (centres undefined)	98	98	97	1	·	0.9	97	0	95	97	5
COc1ccc(S(=O)(=O)N(n2c(C)nnc2-n2nc(C)cc2C)S(=O)(=O)c2ccc(OC)cc2)cc1	99	99	95	-5	·	1.4	98	47	99	103	7
Cn1cc(S(=O)(=O)N2CCN(c3ccc(F)cc3)CC2)c(=O)n(C)c1=O	102	99	101	0	·	0.0	101	-17	99	104	5
COc1cccc(OCC(=O)NC2CCCCC2)c1	105	101	101	1	17	0.5	96	22	95	96	18
CCN(CC(=O)NCc1cccs1)c1ccc(S(=O)(=O)N2CCOCC2)cn1	107	103	101	1	·	0.5	102	9	102	108	5
CCCCN(Cc1cc2cc(OC)ccc2[nH]c1=O)C(=O)c1ccccn1	104	101	100	2	-23	0.8	100	5	98	103	36
CCOC(=O)C1=C2N(C)c3ccccc3N2CCC1=O	98	100	98	1	·	0.8	101	-15	99	102	10
CCCn1c(SC(C(=O)Nc2cc(C)ccc2OC)c2ccccc2)nc2ccccc2c1=O (centres undefined)	101	102	101	7	·	2.7	100	4	103	103	6
CCc1c(C)c(C#N)c2nc3ccccc3n2c1N1CCN(c2cc(C)ccn2)CC1	97	97	99	5	·	3.0	98	4	98	99	11
O=C(CSc1nc2nc(-c3cccs3)cc(C(F)(F)F)c2c(=O)[nH]1)NCc1ccco1	90	91	88	-1	·	-0.3	89	19	98	89	16
Cc1ccc(NC(=O)/C=C/c2ccco2)nc1	102	100	99	6	1	0.1	99	14	101	103	4
CC(C)C[C@H](NC(=O)OC(C)(C)C)C(=O)N/N=C/c1ccc2nccnc2c1	98	99	97	4	·	0.8	97	2	101	104	22
CC(C)Cn1c(SCc2nnc(-c3cccs3)o2)nc(O)cc1=O	103	101	99	0	·	0.0	98	7	102	108	22
CC(C)(C)c1ccccc1N=Cc1ccc2ccccc2n1	101	101	101	-6	·	-0.9	98	-17	96	99	7
Cc1cc(C(C)(C)C)nc2[nH]n(-c3ccccc3)c(=O)c12	100	100	99	17	7	0.6	96	-1	100	101	15
COc1ccc(CCNC(=O)c2ccc(Cl)cc2)cc1	98	99	98	3	·	0.5	97	2	94	95	13
(further entries)
SMILES	Cdc42 wt GTP	HRas wt GTP bind	Rab2A wt mod	ABCG2 block	Pf gametocyte	ABCB1 block	Rac1 mut GTP	Mcl1-Noxa inh	Rab7 wt modul	Rac1 wt modul	Avidin bead fluor
Cc1cc(-c2nnc(CCC(=O)NC(C)c3cccc4ccccc34)o2)no1 (centres undefined)	94	95	97	1	-30	-0.1	96	-5	95	99	8
CCOc1ccc(NC(=S)NN(C)C(=S)Nc2ccc(OCC)cc2)cc1	103	102	102	2	·	0.1	101	13	100	102	9
Cc1ccc2nsnc2c1S(=O)(=O)N1CCCC1	98	100	101	2	·	0.4	99	11	101	103	7
CCOC(=O)C1(CC2CCCCO2)CCN(S(=O)(=O)c2ccc(OC)cc2)CC1 (centres undefined)	98	96	95	2	-11	0.7	97	-6	95	99	11
CCCC[C@@H]1C[C@H]1[C@@H](NC(=O)c1ccccc1)c1ccccc1C(F)(F)F	103	102	100	2	·	0.2	100	16	98	107	10
Cc1c(C(=O)NCCCN2CCCC2=O)oc2ccc(S(=O)(=O)N3CCOCC3)cc12	111	111	111	0	-22	0.3	104	6	101	111	19
Cc1noc(C)c1C(=O)Nc1nc(-c2ccccc2Cl)cs1	102	104	105	11	10	0.3	100	-10	105	107	4
CCOC(=O)CNC(=O)C1CCCc2c1[nH]c1ccc(Cl)cc21 (centres undefined)	95	97	97	5	·	1.1	96	-11	97	99	16
CCOc1ccc(C(=O)OCC(=O)Nc2ccc(SC(F)F)cc2)cc1OCC	101	95	97	5	·	-0.6	95	19	93	103	13
COc1ccc(C2OC(=O)CC2C(=O)NCc2ccc(C)cc2)cc1OC (centres undefined)	98	96	100	2	-6	0.3	96	8	105	100	11
Cc1cccc(OCc2nnc(SCC(=O)N3CCN(c4ccccc4)CC3)o2)c1C	99	100	98	3	·	0.8	98	-4	97	99	8
COc1c(S(=O)(=O)N2CCCC2)ccc(Cl)c1Cl	99	100	98	-3	16	-3.4	98	-8	98	103	8
O=C(CCCCn1c(=O)[nH]c2ccccc2c1=O)NCCC1=CCCCC1	105	104	103	7	·	0.9	99	4	105	104	37
C=CCN1CC(O)=C(c2nc3ccccc3[nH]2)C1=N	93	95	96	14	8	1.7	96	23	97	96	10
COc1cccc(C(=O)N2CCOCC2)c1OC	99	97	99	-1	1	-0.1	97	-11	97	97	12
CCNc1ccc(P(=O)(c2ccccc2)c2ccccc2)cc1	98	98	97	-1	12	0.1	97	13	96	98	8
CC(=O)N1CCN(C(=O)CCc2nc3ccccc3c(=O)[nH]2)CC1	104	102	102	2	·	0.2	102	-3	104	103	20
Cc1ccc(S(=O)(=O)N2c3ccc(S(N)(=O)=O)cc3CC2C)cc1 (centres undefined)	105	102	99	2	·	1.4	100	7	100	104	12
Cc1ccc(SCc2nc(-c3ccncc3)no2)cc1	98	99	97	7	-18	0.4	98	-3	102	101	8
Cc1cc(C)n2nc(Cc3ccccc3)nc2n1	101	98	99	0	8	-0.1	99	14	103	100	7
COC(=O)c1ccc2c(c1)NC(=O)C1CCCN21 (centres undefined)	100	102	97	3	·	0.3	100	64*	98	103	19
Clc1ccc(OCCCN2CCCC2)cc1Cl	98	99	100	-1	·	-0.4	102	36	101	98	6
Cc1occc1C(=O)Nc1ccc2c(c1)CCC2	101	100	101	4	·	0.0	97	10	97	100	8
Cc1c(N(C(=O)CNC(=O)c2ccccc2)C2(C(=O)NC3CCCC3)CCCCC2)c(=O)n(-c2ccccc2)n1C	97	98	99	0	6	-0.2	99	15	104	101	11
CC(=O)Oc1ccc2c(=O)c(-c3nc4ccccc4s3)coc2c1	97	96	96	5	15	0.5	95	-17	95	97	13
(cont.)
SMILES	Cdc42 wt GTP	HRas wt GTP bind	Rab2A wt mod	ABCG2 block	Pf gametocyte	ABCB1 block	Rac1 mut GTP	Mcl1-Noxa inh	Rab7 wt modul	Rac1 wt modul	Avidin bead fluor
COc1ccc(Cc2nnn(CC(=O)O)n2)cc1	99	98	99	1	·	0.2	98	-8	97	104	5
O=C(/C=C(/c1ccc(Cl)cc1)n1cncn1)c1ccccc1	103	101	99	2	5	1.0	99	19	98	110	11
Cc1ccc(C)c(Cn2c(C(C)O)nc3ccccc32)c1 (centres undefined)	?	?	?	2	10	0.7	?	17	?	?	39
CCC(C)NCCOCCOc1ccc(Cl)cc1Br (centres undefined)	91	94	95	4	-9	0.6	96	26	90	93	9
CCOc1cccc(Oc2ncccc2C(=O)/C(C#N)=C/N(C)C)c1	103	102	102	1	9	0.7	99	2	103	101	13
Cc1ccc(OCc2n[nH]c(=S)n2-c2ccccc2)cc1C	98	97	101	0	-13	-0.4	96	14	105	101	10
Cc1cc(-c2ccccc2)nc(Cl)c1C#N	100	102	100	11	-8	-0.2	99	17	101	99	13
CC1(C)NC(=O)N(CCSc2ccc(Cl)cc2)C1=O	101	102	101	2	23	1.3	99	-10	99	101	16
Cn1c(O)c(C=NCC2CCNCC2)c(=O)n(C)c1=O	102	103	99	-3	·	6.0	99	5	102	106	7
COc1ccc(NC(=O)C(Sc2nnc(-c3ccncc3)n2-c2ccccc2C)c2ccccc2)cc1Cl (centres undefined)	97	95	94	16	-14	36	95	-7	99	96	3
CCOCCCNC(=O)C1c2ccccc2C(=O)N2CCc3ccccc3C12 (centres undefined)	97	96	99	7	·	1.6	99	1	96	98	10
CCOCCCNC(=O)C(c1ccc(C)cc1)N(Cc1cccs1)C(=O)CNC(C)=O (centres undefined)	100	99	101	-3	25	0.3	101	9	98	105	5
CCSc1nnc(NC(=O)C(CC)(C(F)(F)F)C(F)(F)F)s1	99	97	98	1	·	0.2	98	12	97	100	9
CCOc1c(OC)cccc1C1CC(=O)Nc2cc3c(cc21)OCCO3 (centres undefined)	94	95	95	-1	·	-0.1	96	6	93	93	7
COc1ccc(CN(Cc2ccncc2)C(=O)CCC(=O)O)cc1	99	97	98	2	·	0.9	98	-7	95	97	10
CC1=NN(c2ccccc2)C(=O)/C1=C\c1cn(CCC#N)nc1-c1ccc(Cl)cc1	93	96	96	7	·	5.5	96	22	97	100	5
O=C1CCCN1CN(C(=O)c1ccc2c(c1)OCO2)c1ccc(F)cc1	105	105	105	0	8	0.2	101	-13	106	112	9
CCN(CC)S(=O)(=O)c1ccc(C(=O)NC2=C(C(=O)OC)SCC2)cc1	104	100	99	6	-9	1.6	98	-2	99	106	12
O=C(Cn1cnc2c(nnn2-c2ccccc2)c1=O)NCC1CCCO1 (centres undefined)	106	103	105	5	·	0.1	101	0	103	107	25
COc1ccc(C2CC(c3ccccc3)Nc3nc(NC(=O)c4cccs4)nn32)cc1 (centres undefined)	103	100	99	6	·	0.7	100	-15	94	104	15
Cc1cccc(-c2cc3c(N=O)c4ccccc4c-3n[nH]2)c1	94	93	93	2	17	-0.3	93	-42	91	96	10
